TDP1 cell CPT: qHTS for Inhibitors of human tyrosyl-DNA phosphodiesterase 1 (TDP1): qHTS in cells in presence of CPT; chicken DT40 Tdp1-/-;hTDP1 cells + 20 nM CPT, ATP luminescence, 48 h; Potency, µM (top dose mostly 46.2 µM), for the others: top-dose activity change, negative = growth inhibition, usual class: inhibitors; actives 12% (n = 420,000); AID 686979, 2013; further: nearly all actives have a fitted effect of over 55% in size
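Cell growth measured by CellTiter-Glo luminescence after a minimum 48 h, 37 C compound exposure with 20 nM CPT in Tdp1-knockout DT40 cells stably expressing hTDP1, seeded 400/well; qHTS titration format.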
TDP1 cell noCPT: qHTS for Inhibitors of human tyrosyl-DNA phosphodiesterase 1 (TDP1): qHTS in cells in absence of CPT; Potency, µM (titrated, usually from 46.2 µM), for the others: top-dose activity change, negative = growth inhibition, most hits filed as inhibitors; DT40 Tdp1-/- hTDP1 cells, no CPT, ATP luminescence, 48 h; actives 15% (n = 420,000); AID 686978, 2013; further: nearly all actives have a fitted effect of over 55% in size
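Cells were dispensed at 400 per well, compounds added by pin tool, plates incubated ≥48 hr at 37 °C, then CellTiter-Glo added for 30 min at room temperature before luminescence reading. Line: DT40 Tdp1-/- complemented with hTDP1; camptothecin omitted.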
TDP1 block: qHTS Assay for Inhibitors of Tyrosyl-DNA Phosphodiesterase (TDP1) | recombinant TDP1, AlphaScreen DNA substrate cleavage | Potency, µM (series often up to 130 µM), for inactives: top-dose activity change, negative = inhibition, most hits filed as inhibitors | actives 0.28% (n = 350,000) | AID 485290, 2010; further: nearly all actives have a fitted effect of over 40% in size
Target sequence (Q9NUW8 whole entry, looked up): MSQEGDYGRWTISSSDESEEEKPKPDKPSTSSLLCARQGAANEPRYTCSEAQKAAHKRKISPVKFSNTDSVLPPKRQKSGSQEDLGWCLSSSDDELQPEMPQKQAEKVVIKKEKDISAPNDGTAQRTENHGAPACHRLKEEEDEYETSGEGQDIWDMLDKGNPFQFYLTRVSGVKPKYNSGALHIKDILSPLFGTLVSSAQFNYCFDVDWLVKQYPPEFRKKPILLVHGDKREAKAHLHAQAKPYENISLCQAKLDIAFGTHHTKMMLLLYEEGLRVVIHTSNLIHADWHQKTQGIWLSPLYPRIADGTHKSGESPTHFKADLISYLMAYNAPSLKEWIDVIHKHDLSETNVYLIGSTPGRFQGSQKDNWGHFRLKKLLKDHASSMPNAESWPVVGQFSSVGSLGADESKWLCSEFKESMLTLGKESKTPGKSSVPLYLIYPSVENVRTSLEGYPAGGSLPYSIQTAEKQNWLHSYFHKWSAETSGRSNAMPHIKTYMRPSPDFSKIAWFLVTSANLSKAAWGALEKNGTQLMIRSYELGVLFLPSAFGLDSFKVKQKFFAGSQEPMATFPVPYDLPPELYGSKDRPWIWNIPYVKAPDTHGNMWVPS
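Here, a 5' biotin and 3' phosphotyrosine-FITC DNA oligonucleotide reports Tdp1 activity: intact substrate bridges AlphaScreen beads, while cleavage leaves a 3' phosphate and drops signal. All incubations at room temperature.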
The depositor's hits bear a star; ? = inconclusive; / = not tested or not shown; & = joins results of further samples; [ ] = another dose, or the depositor's remark. The call rests on the fitted dose curve; in most records, active means well fitted curve in the direction sought with a large enough effect; inconclusive means small, poorly fitted or top-dose-only effect, or another doubt; inactive means no such curve, though single readings can be large; an effect the other way counts as inactive or inconclusive. On the % scale 0 is the no-effect control and ±100 the full control effect; potency means the concentration at half of the fitted maximal effect. Hits appear at their usual frequency (roughly 18% active in at least one column).

SMILES	TDP1 cell CPT	TDP1 cell noCPT	TDP1 block
O=C(Nc1nc(-c2cc(F)ccc2F)cs1)c1cccc(N2C(=O)CCC2=O)c1	-11.5%	-26.9%	6.8%
c1cncc(Nc2nc(-c3ccncc3)cs2)c1	?	?	4.1%
CC1C=CCC2C(=O)N(c3cccc(C(=O)NCc4ccccc4)c3)C(=O)C12 (stereo not given)	-5.0%	5.3%	/
CSc1nc2sc3c(c2c(=O)n1Cc1ccccc1)CCC(C(C)(C)C)C3 (stereo not given)	-14.9%	?	-3.1%[12.3 µM]
Cc1ccc(CNC(=O)CCS(=O)(=O)c2cc3c(cc2C)NC(=O)CO3)cc1	-12.5%	-4.4%	0.0%
O=C1c2ccccc2C2(c3ccccc3)NCCN12 (stereo not given)	-4.5%	-6.6%	-1.2%
O=C(c1cnn(C(=O)COc2ccc(Cl)cc2)c1)c1ccccc1O	-9.8%	?	3.1%
O=C(O)c1cccc(N/N=C/c2ccc(-c3ccccc3)cc2)c1	-1.8%	15.4%	5.8%
COc1ccc(-c2nc(-c3ccncc3)no2)c(OC)c1	-27.8%	?	0.7%
CCNc1nc(C#N)nc(NCC)n1	6.4%	-17.7%	-2.9%
O=C(CC(=O)c1ccccc1)Nc1cccnc1	15.1%	-5.9%	4.6%
O=C(OCc1nc2ccc(Cl)cc2n1CCO)c1ccccc1	-5.5%	-27.1%	8.1%
Cc1cccc(OCCN2C(=O)c3ccccc3C2=O)c1	-12.7%	9.1%	/
COc1cccc(NC(=O)C2CCC(CNS(=O)(=O)c3csc(C(N)=O)c3)CC2)c1 (stereo not given)	?	-12.8%	2.6%
CCc1ccc(C(C)NC(=O)Cn2cnc3c(=O)n(C)c(=O)n(C)c32)cc1 (stereo not given)	-26.6%	?	2.5%[56.1 µM]
CCCC(=O)Nc1ccc(Cl)c(NC(=O)c2cccnc2Cl)c1	5.4%	-25.3%	2.0%
CC(=O)N1N=C(c2c(-c3ccccc3)c3cc(C)ccc3[nH]c2=O)CC1c1ccco1 (stereo not given)	?	?	10.3%
Cc1onc(-c2ccccc2)c1C(=O)N/N=C/c1ccc(O)c([N+](=O)[O-])c1	-16.7%	-22.3%	5.1%
O=C(O)CCC(=O)Nc1ccc(N=Nc2ccccc2)cc1	11.7%	4.2%	0.0%
COC(=O)c1sc(N)c(C(=O)OC)c1COC(=O)CNS(=O)(=O)c1ccc(C)c(C)c1	-3.0%	-8.6%	1.2%
CSc1ncnc2c1ncn2CCCN(C)CCc1ccccn1	6.5%	-5.3%	/
COCCC(=O)N1CCC(Oc2ccc(C(=O)NCc3ccon3)cc2)CC1	4.8%	-24.7%	3.4%[56.1 µM]
Cc1ccc(O)c(NC(=O)C2CC(c3cccc(Br)c3)=NO2)c1 (stereo not given)	8.6%	-13.5%	/
CCN(CC(=O)NCc1cccs1)C(=O)c1cccc(S(=O)(=O)NC)c1	?	?	1.9%

Profiles from above.
COc1cccc(NC(=O)C2CCC(CNS(=O)(=O)c3csc(C(N)=O)c3)CC2)c1 (stereo not given) is listed with TDP1 cell CPT: ?; TDP1 cell noCPT: -12.8%; TDP1 block: 2.6%
Cc1cccc(OCCN2C(=O)c3ccccc3C2=O)c1 is listed with TDP1 cell CPT: -12.7%; TDP1 cell noCPT: 9.1%; TDP1 block: /

New compounds follow
SMILES	TDP1 cell CPT	TDP1 cell noCPT	TDP1 block
CCCn1c(C)cc(/C=C(\C#N)C(=O)OCC(=O)Nc2cc(OC)c(OC)c(OC)c2)c1C	?	?	0.0%
CC1CCC(NC(=O)CCNS(=O)(=O)c2ccccc2)CC1 (stereo not given)	-7.3%	-7.2%	2.3%
O=C(CN1C(=O)c2cccc3cccc1c23)Nc1ccccc1	?	?	5.1%
Nc1cccc(-c2cn3ccsc3n2)c1	4.7%	-13.1%	6.6%
Nc1nc(SCC(=O)O)[nH]c(=O)c1NC(=O)c1ccco1	3.9%	2.1%	-0.8%
Cc1cccc(C)c1NC(=O)Cn1nc(C)c2sc3ccccc3c2c1=O	?	?	8.6%
Cc1cc(C)c(S(=O)(=O)c2cc(F)ccc2C)c(Cl)n1	-20.1%	-23.3%	/
CC[C@@H]1C(c2cccc(C)c2)=NN(c2ccccc2)[C@H]1C(=O)N1CCOC1=O	-9.5%	?	-6.5%[56.1 µM]
COc1cccc(CNS(=O)(=O)c2cc3c(cc2C)NC(=O)CO3)c1	-2.2%	-5.6%	/
Cc1cccc(C)c1C(=NCCN(C)C)c1ccccc1	0.5%	-10.3%	/
CC(C)c1ccccc1NC(=O)CN1C(=O)c2ccccc2C1=O	28.9%	-2.7%	/
CC(C)N(Cc1nnc(-c2ccccc2Cl)o1)C(=O)COc1cccc(Cl)c1	-24.0%	?	/
O=C(CCCc1nc2ccccc2s1)NNC(=O)CCN1CCN(Cc2ccccc2)CC1	-3.9%	-8.0%	4.2%
O=C(CN1C(=O)NC2(CCCc3ccccc32)C1=O)NCc1ccco1 (stereo not given)	4.3%	1.2%	1.0%
COc1cc(CNC(=O)C2CC2)ccc1OCc1ccccc1	?	?	12.8%
O=C(NCc1ccccc1)c1ccc(CSc2ccccc2)o1	-11.8%	-17.1%	-2.7%
CCSc1nnc2c(n1)OC(c1cc(OC)c(OC)c(OC)c1)Nc1ccccc1-2 (stereo not given)	-0.9%	-13.6%	/
CCOc1ccc(CCNC(=O)COC(=O)COc2ccc(Br)cc2)cc1OCC	-0.2%	8.3%	2.1%
CCS(=O)(=O)N1CCCC(C(=O)Oc2ccc(Br)cc2)C1 (stereo not given)	-4.1%	-11.7%	0.2%
S=C(NCc1cccs1)Nc1cccc(Cl)c1	-17.8%	?	2.1%
CCOC(=O)N1CCN(C(=O)c2cc(-c3ccc(F)cc3)[nH]c2C)CC1	?	20.6µM*	6.4%
COc1ccc(C(CNC(=O)C2CC(=O)N(Cc3ccccc3)C2)N2CCCC2)cc1 (stereo not given)	-9.2%	4.9%	2.6%
CCN(CC)CCCC(C)NC(=O)c1c(NC(=O)c2ccccc2)sc2c1CCCC2 (stereo not given)	18.4µM*	?	/
CCOC(=O)c1ccc(Nc2ncnc3ccc(C)cc23)cc1	-20.8%	?	1.9%

Shown with each value named: entries from further up
> O=C(NCc1ccccc1)c1ccc(CSc2ccccc2)o1
  TDP1 cell CPT: -11.8%
  TDP1 cell noCPT: -17.1%
  TDP1 block: -2.7%

> CCSc1nnc2c(n1)OC(c1cc(OC)c(OC)c(OC)c1)Nc1ccccc1-2 (stereo not given)
  TDP1 cell CPT: -0.9%
  TDP1 cell noCPT: -13.6%
  TDP1 block: /

> CCOc1ccc(CCNC(=O)COC(=O)COc2ccc(Br)cc2)cc1OCC
  TDP1 cell CPT: -0.2%
  TDP1 cell noCPT: 8.3%
  TDP1 block: 2.1%

> CCS(=O)(=O)N1CCCC(C(=O)Oc2ccc(Br)cc2)C1 (stereo not given)
  TDP1 cell CPT: -4.1%
  TDP1 cell noCPT: -11.7%
  TDP1 block: 0.2%

(listing goes on)
SMILES	TDP1 cell CPT	TDP1 cell noCPT	TDP1 block
COC(=O)[C@@]12OC[C@]34[C@H]([C@@H](O)[C@@H]1O)[C@@]1(C)C(=O)C(O[C@@H]5OC(CO)[C@@H](O)[C@@H](O)[C@@H]5O)=C[C@@H](C)[C@@H]1C[C@H]3OC(=O)[C@H](OC(=O)/C=C(\C)C(C)(C)OC(C)=O)[C@@H]24 (stereo not given in full)	5.17µM*	3.26µM*	/
COc1cc(OC)cc(C2=Cc3ccccc3C(CC(=O)c3ccco3)N2c2ccc(-c3cccnc3)cc2)c1 (stereo not given)	?	18.4µM*	/
COc1ccccc1C(=O)Nc1nnc(SCC(=O)NC2CCCC2)s1	?	-21.2%	5.1%
Cc1ccc(S(=O)(=O)NNC(=S)Nc2ccc(Cl)cc2)cc1	3.5%	-8.8%	5.0%
Cc1cc(/C=C2/SC(=S)N(c3ccc([N+](=O)[O-])cc3)C2=O)c(C)n1-c1cccnc1	1.64µM*	1.03µM*	10.1%
COc1ccc(-c2noc(CN(C(C)C)S(=O)(=O)c3ccc(Br)cc3)n2)cc1	?	23.1µM*	2.3%
COc1ccc(S(=O)(=O)NNC(=O)C(=O)NNc2ccccn2)cc1	-18.9%	-18.7%	7.1%
CC(=O)Oc1cc(O)c2c(=O)c(OC(C)=O)c(-c3ccc(OC(C)=O)c(OC(C)=O)c3)oc2c1	?	20.6µM*	/
CCOc1ccc(C(=O)c2cn(Cc3ccc(F)cc3)c3ccc(F)cc3c2=O)cc1	18.4µM*	?	6.9%
CCOCC(=O)Nc1nnc(COC)s1	0.6%	2.3%	0.0%
O=C(/C=C/c1ccc(Cl)c(Cl)c1)Nc1cccnc1	-25.6%	-19.0%	/
CCCOc1cccc(C2c3c(oc4ccc(F)cc4c3=O)C(=O)N2Cc2ccc3c(c2)OCO3)c1 (stereo not given)	0.8%	18.0%	-1.1%
O=c1oc2ccc(Cl)cc2nc1/C=C(\O)c1ccco1	?	18.4µM*	0.6%
Cc1cccc(Cn2nc(C)cc2NC(=O)Cn2cc([N+](=O)[O-])cn2)c1	?	?	2.6%
OCCNCc1cccc(OCc2ccccc2Cl)c1	?	?	-1.2%
CC1(C)CC(C#N)(N2CCOCC2)CCO1 (stereo not given)	2.91µM*	?	-4.1%
CCCCNC(=O)C1CCC(Cn2c(=O)c3sccc3n(CC(=O)N3CCCC3)c2=O)CC1 (stereo not given)	-3.6%	-16.6%	7.1%
CCc1cc2c(CN3CCN(CC)CC3)cc(=O)oc2cc1O	-2.6%	-22.6%	-1.0%
CCCCCN(C(=O)CCC(=O)OCC(=O)c1ccc(C(C)(C)C)cc1)c1c(N)n(CCCC)c(=O)[nH]c1=O	?	?	0.5%
Cc1cccc(CSc2nnc3c(n2)[nH]c2ccccc23)c1	?	?	-1.3%
CC1(C)CC(NC(=O)C23CCC(C)(/C(=N/O)C2)C3(C)C)CC(C)(C)N1 (stereo not given)	-2.9%	8.7%	2.0%
CCOC(=O)c1c(S(=O)(=O)NCC(=O)NCc2ccccc2)c(C)n(C)c1C	4.4%&5.9%	?	1.9%&0.5%
O=C(COC(=O)COc1ccccc1F)NCc1ccco1	1.2%	-7.9%	2.3%
O=C(O)C1CC(=O)N(Cc2cccs2)C1 (stereo not given)	-3.1%	-2.5%	5.0%

For convenience, some entries already given.
SMILES	TDP1 cell CPT	TDP1 cell noCPT	TDP1 block
O=C(Nc1nc(-c2cc(F)ccc2F)cs1)c1cccc(N2C(=O)CCC2=O)c1	-11.5%	-26.9%	6.8%
c1cncc(Nc2nc(-c3ccncc3)cs2)c1	?	?	4.1%
CC1C=CCC2C(=O)N(c3cccc(C(=O)NCc4ccccc4)c3)C(=O)C12 (stereo not given)	-5.0%	5.3%	/
CSc1nc2sc3c(c2c(=O)n1Cc1ccccc1)CCC(C(C)(C)C)C3 (stereo not given)	-14.9%	?	-3.1%[12.3 µM]
Cc1ccc(CNC(=O)CCS(=O)(=O)c2cc3c(cc2C)NC(=O)CO3)cc1	-12.5%	-4.4%	0.0%
O=C1c2ccccc2C2(c3ccccc3)NCCN12 (stereo not given)	-4.5%	-6.6%	-1.2%

Going on with the list.
SMILES	TDP1 cell CPT	TDP1 cell noCPT	TDP1 block
O=C(NN=C1CCCCCC1)c1ccc(Cl)s1	-5.0%	3.4%	3.2%[56.1 µM]
CCc1cccc2c(C=C(C#N)C#N)cn(CC(=O)N3CCCCC3)c12	-11.7%	?	2.0%
CN1CCN(C(=O)Cn2c(-c3cccs3)cc3cc(Cl)ccc32)CC1	?	23.1µM*	3.7%
COc1ccc(CCNC(=O)COc2cc(O)c3c(c2)OC(C)(C)CC3=O)cc1OC	?	18.4µM*	/
